aDG glyco up: activators of alpha-DG glycosylation, primary screen, uHTS, Pro5-aDG cells, AlphaScreen. activation, % at 10 µM. hit rate 0.22% among 360,000. alpha-DG glycosylation AlphaScreen (IIH6); 0% Pro5, 100% B10-LARGE cell signal;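 active means activation of at least 8% versus controls, or a plate z-score of at least 8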;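 further: Pro5 are CHO cells carrying HIG-tagged alpha-DG that lacks glycosylation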
ABCB6 inh MLPCN: ABCB6 transporter inhibitors, primary screen, K562-ABCB6 cells, flow cytometry, MLPCN library. hit rate 0.19% among 360,000. fluorescence ratio to DMSO, % at 10 µM. ATP-binding cassette sub-family B member 6 (Homo sapiens), Q9NP58. K562-ABCB6 porphyrin accumulation, 1 h; active compounds read low;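 active means fluorescence ratio to DMSO below 75%, the collection mean minus 3 SD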;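 further: signal is porphyrin accumulated inside mitochondria; 100% equals median channel fluorescence of DMSO control wells; lower ratio means ABCB6 inhibition with less porphyrin fluorescence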
Vif imaging: HIV Vif self-association inhibitors, primary screen, imaging, HEK293T, single point; HEK293T cells, Vif self-association by quenched fluorescence, 24 h; inhibition, % at 7.49 µM; hit rate 0.35% among 340,000; AID 602346, 2012; in the data active means inhibition above about 50%, passing the limit was not always enough; further: some results filed as inactive read as strong as hits
hiPSC survival: enhancers of single-cell hiPSC survival, primary screen, ATPlite luminescence. hit rate 0.044% among 360,000. AID 602274, 2012. 100% = ROCK inhibitor wells, 0% = DMSO. survival enhancement, % at 20 µM; in the data active means survival enhancement above about 18%;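 further: cells exposed to compounds for 16 hours before the ATP read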
Glyco luc inh: increase of ERlucT glycosylation luciferase signal, primary screen, N-linked glycosylation inhibitor project, D54 ERlucT cells, luminescence, set 2. D54 ERlucT glycosylation luciferase reporter, 24 h; percent of 100 nM tunicamycin response. hit rate 0.23% among 360,000. reporter increase, % at 12.5 µM;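 active means mean luciferase reporter signal, scaled so untreated is 0 and the glycosylation-blocking control 100, at or above a set limit in every replicate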;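 further: luciferase carries N-glycosylation sites so blocking glycosylation raises the light; 0% = median of neutral control wells and 100% = median of 100 nM tunicamycin wells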
Cardio protect: cardioprotection against H2O2-induced cell death, primary screen, uHTS, H9c2 cells, ATPLite luminescence | H9c2 cardiomyocytes, H2O2 injury protection, 2 h | protection from H2O2 cell death, % at 20 µM | hit rate 0.63% among 360,000;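 active means compounds giving at least 50% protection of heart cells from peroxide-induced death in the single-dose screen, raw or plate-pattern-corrected value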;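 further: 0% = DMSO wells with peroxide and 100% = DMSO wells without peroxide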
CaV13 ICDI inh: Primary screen for inhibitors of IQ motif and Ca2+-dependent inactivation inhibitor domain binding in CACNA1D, Förster resonance energy transfer in living cells, …. HEK cells, CFP/YFP FRET ICDI-IQ, plate reader, 10 min; percent FRET-ratio fall versus neutral wells. inhibition, % at 12.3 µM. hit rate 0.098% among 340,000;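 active means mean replicate inhibition of at least 30% and at least 1% of replicates passing that level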;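 further: 0% = median of the neutral control wells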
PDI inh: inhibitors of human PDI, primary screen, biochemical, turbidity, single point, plate reader. hit rate 0.052% among 350,000. PDI insulin aggregation turbidity, A650, 90 min. Protein disulfide-isomerase (Homo sapiens), P07237. inhibition, % at 10 µM. AID 588391, 2011;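 active means mean inhibition across replicates of 30% or more, whatever share of single replicates reach that level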;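 further: absorbance from insulin aggregation driven by PDI reduction with DTT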
Target sequence (P07237 whole entry, looked up): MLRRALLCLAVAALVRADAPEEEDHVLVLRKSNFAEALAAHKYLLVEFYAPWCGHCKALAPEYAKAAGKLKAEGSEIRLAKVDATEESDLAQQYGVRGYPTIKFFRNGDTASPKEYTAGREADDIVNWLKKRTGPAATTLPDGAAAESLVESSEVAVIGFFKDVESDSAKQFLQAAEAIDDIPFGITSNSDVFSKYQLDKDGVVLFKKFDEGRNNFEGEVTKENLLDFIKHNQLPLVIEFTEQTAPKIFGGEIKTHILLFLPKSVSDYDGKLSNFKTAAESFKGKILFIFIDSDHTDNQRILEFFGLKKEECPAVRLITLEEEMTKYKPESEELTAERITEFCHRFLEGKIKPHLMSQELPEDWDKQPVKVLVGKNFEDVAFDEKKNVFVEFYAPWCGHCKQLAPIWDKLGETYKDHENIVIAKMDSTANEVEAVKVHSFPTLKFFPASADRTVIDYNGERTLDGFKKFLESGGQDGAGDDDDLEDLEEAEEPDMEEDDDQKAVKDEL
m5-HT2A agonist: mouse Htr2a agonists via beta-arrestin recruitment, primary screen, cell-based, luminescence; 5-hydroxytryptamine receptor 2A (Mus musculus), P35363; CHO-K1 mHTR2A beta-arrestin complementation; percent of 30 µM serotonin response; activation, % at 7.6 µM; hit rate 0.66% among 360,000; AID 624169, 2012;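 active means activation above a run cutoff, the mean activation of all tested compounds plus 3 SD, cut at about 14% in these data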;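 further: 0% = plate median of compound wells and 100% = 30 µM serotonin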
Target sequence (P35363 whole entry, looked up): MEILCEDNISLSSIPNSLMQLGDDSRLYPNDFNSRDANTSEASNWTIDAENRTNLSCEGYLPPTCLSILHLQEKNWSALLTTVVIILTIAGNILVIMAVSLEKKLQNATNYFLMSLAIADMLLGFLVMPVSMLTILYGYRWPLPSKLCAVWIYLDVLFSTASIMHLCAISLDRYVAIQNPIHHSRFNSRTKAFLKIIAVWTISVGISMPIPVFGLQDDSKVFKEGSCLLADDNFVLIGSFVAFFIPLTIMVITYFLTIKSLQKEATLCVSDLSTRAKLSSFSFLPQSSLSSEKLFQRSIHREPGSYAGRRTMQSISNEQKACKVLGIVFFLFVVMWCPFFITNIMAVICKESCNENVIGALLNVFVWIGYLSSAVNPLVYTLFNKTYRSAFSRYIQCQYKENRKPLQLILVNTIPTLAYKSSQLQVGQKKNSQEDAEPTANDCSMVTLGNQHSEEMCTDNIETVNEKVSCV
Granule exo inh: LAMP-1 surface exposure blockers, TALL-104 cells – cell-based, flow cytometry, MLPCN library, primary screen; inhibition, % at 10 µM; AID 651702, 2012; TALL-104 LAMP-1 surface exposure; cells stimulated with thapsigargin and PMA; hit rate 0.66% among 360,000;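 active means inhibition above about 55%, limit read from the data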
* = called active by the depositor; / = not tested or not shown.

SMILES	aDG glyco up	ABCB6 inh MLPCN	Vif imaging	hiPSC survival	Glyco luc inh	Cardio protect	CaV13 ICDI inh	PDI inh	m5-HT2A agonist	Granule exo inh
O=c1c2cc(NC(=S)NC3CCCCC3)ccc2nc2n1CCCCC2	1.1	98	-2	-0.5	-2	-6	9	-4	-4	-1
CCOc1ccc(NC(=O)Cn2nnc(-c3ccccc3NC(=O)C3CC3)n2)cc1	0.5	104	/	-3.8	2	-3	/	-3	-1	-3
COc1ccccc1S(=O)(=O)N(C)C[C@H]1Oc2cc(C#CCC3CCCC3)ccc2S(=O)(=O)N([C@H](C)CO)C[C@H]1C	0.0	95	-1	-1.1	-3	12	-7	-5	-4	25
Cc1ccc(S(=O)(=O)N2[C@H](c3ccccc3)CC(=O)[C@@H]3CN(S(=O)(=O)c4ccccc4)[C@H](c4ccccc4)C[C@@H]32)cc1	-0.3	100	1	-2.7	-1	2	-5	/	-2	3
CC(=O)c1ccc(N(C)C)c2c(N(C)C)cccc12	0.0	92	-2	-3.3	3	2	-3	-3	1	-1
CC(C)NC(=O)c1onc(CSc2ccc(F)cc2)c1C(=O)NC(C)C	0.6	97	16	0.1	2	-3	-6	-3	-8	-3
CCCCNC(=O)Cc1ccc(Br)cc1	-0.1	101	-7	-0.2	0	0	-2	-16	4	-1
COC(=O)c1cc(N=C(N)N=C(N)N)cc(C(=O)OC)c1	0.0	93	0	1.5	4	10	-16	4	-4	-3
COc1ccccc1NS(=O)(=O)c1ccc(C)c(C(=O)N2CCN(c3ccc(O)cc3)CC2)c1	-0.1	363	7	-1.1	-4	2	-3	5	-2	-5
O=C(NCc1ccco1)c1cc2sccc2n1Cc1ccc(F)cc1	0.4	101	29	3.6	-3	1	-7	11	-2	4
Cc1nnc(SCc2cc([N+](=O)[O-])cc3c2OCOC3)n(N)c1=O	-0.7	99	1	3.4	-2	32	-5	6	7	0
O=C(Nc1ncc(Cc2cccc(Cl)c2)s1)C1CCCO1 (stereo not given)	-0.2	97	2	0.1	3	8	/	14	-1	1
CN(C)c1nc(N(C)C)nc(N2CC(CCl)OC2=N)n1 (stereo not given)	-0.2	98	8	0.6	-1	-1	-4	11	3	0
O=C(NN1CCOCC1)c1ccc(Cl)c(Cl)c1	0.0	101	-7	-0.2	3	1	-4	-1	5	0
COc1cc2[nH]c(-c3cccc(F)c3)cc(=O)c2cc1OC	0.1	94	8	-1.2	8	4	-10	11	-4	50
O=C(NS(=O)(=O)Oc1ccc(F)cc1F)OC[C@@H]1CCCN2CCCCC12 (stereo not given in full)	-0.1	93	3	-0.5	5	0	-6	-4	1	-10
CC(C)OCCCNC(=O)c1ccc(CS(=O)(=O)c2cccc(C(F)(F)F)c2)o1	-0.2	92	3	1.8	1	11	-3	2	-4	2
CCc1noc(C)c1C(=O)OCC(=O)N(C)c1c(N)n(Cc2ccccc2)c(=O)[nH]c1=O	-0.1	101	7	1.0	3	2	-3	-8	5	-4
O=C(C1=C(O)/C(=C/c2ccc(O)cc2)CCC1)C(F)(F)F	-0.2	96	10	3.1	-1	-9	/	8	3	-2
Cc1ccc(C)c(S(=O)(=O)N2CCN(CC(=O)NC(C)c3ccccc3)CC2)c1 (stereo not given)	0.0	94	-4	-0.2	-2	-1	-2	-1	-11	4
O=S(=O)(NCCc1ccc(F)cc1)c1ccc(F)cc1Br	0.0	99	6	2.6	0	-15	-7	10	6	-1
COC(=O)[C@H]1C[C@H]1[C@@H](NC(=O)c1cccnc1)c1ccccc1	0.0	97	-10	-1.2	1	-2	-12	-3	10	15
CCc1ccc(-c2csc(NC(=O)C3=NN(c4ccccc4)C(=O)CC3)n2)cc1	0.5	91	-9	-1.8	2	-4	-6	0	-4	-1
O=C(CN1CCN(S(=O)(=O)c2ccccc2)CC1)Nc1ccc([N+](=O)[O-])cc1	0.3	101	-1	-1.5	2	4	-2	0	-2	-3
COCCNC(=O)c1cc2ncc(Br)cn2n1	0.0	103	7	-2.0	2	2	-8	7	-2	-1
O=C(CCNC(=O)C1CCN(S(=O)(=O)c2ccccc2)CC1)Nc1ccccc1	-0.2	101	-3	0.4	-1	-3	-6	-7	-4	-5
COCCCNC(=O)c1c(N)n(-c2ccc(S(N)(=O)=O)cc2)c2nc3ccccc3nc12	0.2	98	11	-0.9	-1	5	0	-7	3	3
COc1ccc(-c2ccnc(SCC(=O)c3ccc(Br)cc3)n2)cc1	-0.4	96	1	-0.2	1	-13	-5	3	10	3
COCCn1c(SCC(=O)Nc2cc(C(C)(C)C)nn2-c2ccccc2)nnc1-c1ccncc1	0.1	95	-10	0.6	3	15	-2	-15	-1	2
Cc1ccc(-c2noc(-c3ccccc3C(=O)N3CCN(C)CC3)n2)cc1	-0.1	106	-4	-5.1	-2	1	-6	-13	-6	2

An excerpt of these results, with two lines to a compound.
Order of results – aDG glyco up	ABCB6 inh MLPCN	Vif imaging	hiPSC survival	Glyco luc inh	Cardio protect	CaV13 ICDI inh	PDI inh	m5-HT2A agonist	Granule exo inh
> O=C(NS(=O)(=O)Oc1ccc(F)cc1F)OC[C@@H]1CCCN2CCCCC12 (stereo not given in full)
    -0.1	93	3	-0.5	5	0	-6	-4	1	-10
> CC(C)OCCCNC(=O)c1ccc(CS(=O)(=O)c2cccc(C(F)(F)F)c2)o1
    -0.2	92	3	1.8	1	11	-3	2	-4	2
> CCc1noc(C)c1C(=O)OCC(=O)N(C)c1c(N)n(Cc2ccccc2)c(=O)[nH]c1=O
    -0.1	101	7	1.0	3	2	-3	-8	5	-4
> O=C(C1=C(O)/C(=C/c2ccc(O)cc2)CCC1)C(F)(F)F
    -0.2	96	10	3.1	-1	-9	/	8	3	-2
> Cc1ccc(C)c(S(=O)(=O)N2CCN(CC(=O)NC(C)c3ccccc3)CC2)c1 (stereo not given)
    0.0	94	-4	-0.2	-2	-1	-2	-1	-11	4
> O=S(=O)(NCCc1ccc(F)cc1)c1ccc(F)cc1Br
    0.0	99	6	2.6	0	-15	-7	10	6	-1
> COC(=O)[C@H]1C[C@H]1[C@@H](NC(=O)c1cccnc1)c1ccccc1
    0.0	97	-10	-1.2	1	-2	-12	-3	10	15
> CCc1ccc(-c2csc(NC(=O)C3=NN(c4ccccc4)C(=O)CC3)n2)cc1
    0.5	91	-9	-1.8	2	-4	-6	0	-4	-1
> O=C(CN1CCN(S(=O)(=O)c2ccccc2)CC1)Nc1ccc([N+](=O)[O-])cc1
    0.3	101	-1	-1.5	2	4	-2	0	-2	-3
> COCCNC(=O)c1cc2ncc(Br)cn2n1
    0.0	103	7	-2.0	2	2	-8	7	-2	-1
> O=C(CCNC(=O)C1CCN(S(=O)(=O)c2ccccc2)CC1)Nc1ccccc1
    -0.2	101	-3	0.4	-1	-3	-6	-7	-4	-5
> COCCCNC(=O)c1c(N)n(-c2ccc(S(N)(=O)=O)cc2)c2nc3ccccc3nc12
    0.2	98	11	-0.9	-1	5	0	-7	3	3

The listing continues.
SMILES	aDG glyco up	ABCB6 inh MLPCN	Vif imaging	hiPSC survival	Glyco luc inh	Cardio protect	CaV13 ICDI inh	PDI inh	m5-HT2A agonist	Granule exo inh
CC1(C)CC(=O)C(C=Nc2ccc(NC3=C(C#N)C(=O)CC(C)(C)C3)cc2)=C(O)C1	-0.1	95	7	0.6	3	4	-4	2	2	1
O=C(Nc1ccc2ncccc2c1)c1ccccc1Cl	0.2	96	-1	4.1	0	4	-2	-9	5	-5
CCOc1ccc(NC(=O)C2C(C(=O)O)C3(Cl)C(Cl)=C(Cl)C2(Cl)C3(Cl)Cl)cc1 (stereo not given)	-0.4	106	-12	-1.0	2	3	0	0	0	-3
CNC(=O)c1ncoc1-c1ccc(Cl)cc1	-0.1	101	-3	-0.8	2	-1	-13	-1	6	-4
Cc1c(Cl)c([N+](=O)[O-])nn1Cc1ccc(C(=O)NN)o1	-0.1	96	1	0.5	0	6	-4	3	3	-3
CCOc1ccc(C)cc1S(=O)(=O)n1cnc2ccccc21	-0.1	96	24	0.3	15	3	-5	-28	2	15
O=C(COc1nncc2ccccc12)Nc1ccc(F)c(F)c1	0.4	103	21	-0.1	1	-4	3	-6	5	-9
CCOc1ccc(NC(=O)Cn2nc(C(N)=O)c3ccccc3c2=O)cc1S(=O)(=O)N1CCCC1	1.6	100	-2	-0.5	0	0	-5	4	-1	4
O=C(NCCc1ccccc1)C1=COCCO1	0.1	102	0	-0.1	-4	6	-6	-2	4	4
O=C(COC(=O)c1ccc(S(=O)(=O)N2CCCCC2)cc1)Nc1ccccc1Cl	0.1	102	-5	0.1	2	-3	-5	2	0	-15
Nc1ccc(C(=O)OCC(=O)N2CCOCC2)cc1[N+](=O)[O-]	-0.6	98	-13	-1.0	-3	2	-3	9	4	-4
CCN(CC)C(=O)c1cnn(-c2ccccc2)c1NC(=O)c1cccc(F)c1	0.3	99	-3	-2.3	1	4	-5	0	2	0
CCCCOC(=O)c1ccc(NC(=O)C(=O)CC(=O)c2ccc(OC)cc2)cc1	0.3	101	7	0.3	-3	-2	-19	-9	2	-8
COc1cc2c(cc1OC)CN(Cc1nc3ccsc3c(=O)[nH]1)CC2	0.2	94	13	4.4	-2	7	-3	6	-2	1
COc1ccc(/C=N/N2C(=O)c3ccccc3C2=O)cc1	-0.3	105	2	4.5	3	4	-3	-8	6	3
CCCC(=O)Nc1cc(C(=O)O)ccc1Sc1ccc(C)cc1	0.0	99	3	0.1	-1	10	7	-3	1	-4
COC12CC(=O)C(C(C)=O)=C(O)C1(C)c1c(O)c(C)c(O)c(C(C)=O)c1O2 (stereo not given)	0.2	125	-1	0.1	2	-7	/	/	4	-2
c1ccc2c(c1)nc(CN1CCOCC1)n1c3ccccc3nc21	-0.1	91	-9	0.6	6	11	-7	10	-1	0
CC(=O)c1nn(-c2ccc(Cl)cc2)cc1C(=O)c1ccc(C)cc1	0.1	96	-2	-0.4	1	1	-19	1	-2	-1
CCC(CC)C1=NN2C(=N)/C(=C\c3cc(C)n(-c4cccc(C)c4)c3C)C(=O)N=C2S1	-0.1	101	4	-0.7	-1	-14	-3	1	6	-1
O=C(Oc1ccccc1-c1csnn1)c1cccs1	0.0	102	3	0.7	0	-1	-1	-2	0	2
CC1=NN(C(N)=S)C(=O)C1N=Nc1ccc(Cl)cc1Cl (stereo not given)	-0.1	89	1	2.8	2	-11	-3	-4	0	3

Not a hit list, and some 3.1% of all compounds hit somewhere here.
